Source: PubChem BioAssay
TPT1 inhibitor: inhibitors of Candida albicans tRNA 2'-phosphotransferase TPT1; recombinant caTPT1, FP RNA substrate dephosphorylation; inhibition, % at 5 µM; 300,000 compounds, 0.81% hits; AID 1962;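 active = inhibition above the mean of all tested compounds plus 3 SD, set per screening campaign, cut at about 24% in these data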;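 note: plate controls were DMSO alone for no effect and ferristatin control at 100 nM for full effect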
procasp7 counter: activates human procaspase-7, counter-screen for procaspase-3 activators. recombinant procaspase-7, Ac-DEVD-pNA absorbance 405 nm; D23A/D198A/D206A triple mutant, cannot self-cleave; scale: DMSO 0, 5 µM enzyme 100. activation, % at 8.5 µM. 330,000 compounds, 0.093% hits;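 active = percent activation above the screen-wide mean plus 3 SD, cut at about 25% in these data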
Target sequence (P55210 whole entry D23A/D198A/D206A): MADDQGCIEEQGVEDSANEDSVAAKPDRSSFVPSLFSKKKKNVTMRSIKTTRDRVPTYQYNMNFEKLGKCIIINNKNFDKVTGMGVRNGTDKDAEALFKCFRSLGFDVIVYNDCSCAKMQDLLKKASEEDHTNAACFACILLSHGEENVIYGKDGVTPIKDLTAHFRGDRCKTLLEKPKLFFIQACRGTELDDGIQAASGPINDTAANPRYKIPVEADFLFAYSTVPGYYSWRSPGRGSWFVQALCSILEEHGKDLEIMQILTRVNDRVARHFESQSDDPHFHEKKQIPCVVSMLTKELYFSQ
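Replicates: singlicate. Assay system: Procaspase-7 triple mutant (PC-7 D3A). Signal: 405 nm absorbance of p-nitroaniline. Times: 1 h preincubation, 2 h reaction. Buffer or medium: Zinc-free HEPES pH 7.4 with 300 mM NaCl, 0.01% Triton X-100. Also added: DEVD-pNA substrate. Benchmarks: DMSO wells as 0%, DMSO with 5 µM added PC-7 as 100%.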
Efflux pump inh: blocks antifungal efflux pumps in multiplex yeast assay; S. cerevisiae Candida pump triplex, Nile Red efflux; inhibition, % at 10 µM; 330,000 compounds, 0.44% hits; AID 485275;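 active = plate passing quality check with inhibition over a set limit, or well fluorescence over plate mean plus 4 SD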;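 note: Nile Red retained in pooled yeast measured as flow cytometry median fluorescence; 0% = buffer negative control and 100% = Enniatin B positive control; higher means more Nile Red kept so more efflux inhibition; some compounds called inactive have numbers as strong as hits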
core dimer inh: blocks dimerization of HCV core protein | TR-FRET GST/Flag-core106 dimerization, 1536-well | inhibition, % at 5 µM | 300,000 compounds, 0.33% hits | AID 1899;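 active = inhibition above the mean of all tested compounds plus 3 SD, set per screening campaign, cut at about 45% in these data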
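System: GST-tagged and Flag-tagged HCV core protein residues 1-106 / Input: core106 proteins, GST 13.5 nM and Flag 17 nM / Buffer or medium: KF-containing HEPES buffer, pH 7.45, DTT, CHAPS, BSA / Probe or stimulus: Eu-anti-GST and XL665-anti-Flag labelled anti-tag antibodies / Schedule: 4 h, 22.5 °C incubation / Technique: TR-FRET 671 and 617 nm emission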
CTSL1 counter: blocks F. hepatica cathepsin L1 in PFM18AAP counter-screen. recombinant F. hepatica cathepsin L1, Z-Leu-Arg-MCA fluorescence. inhibition, % at 5.96 µM. 300,000 compounds, 0.49% hits;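 active = inhibition above the mean of all tested compounds plus 3 SD, set per screening campaign, cut at about 17% in these data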;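 note: 0% = plate median of test compound wells and 100% = 1 µM Z-Phe-Ala-diazomethylketone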
proCasp3 act: procaspase-3 (human) activation; AID 463141; recombinant procaspase-3 D3A, Ac-DEVD-pNA absorbance 405 nm; P42574; activation, % at 8.5 µM; 330,000 compounds, 0.11% hits;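 active = activation above the mean of all tested compounds plus 3 SD, cut at about 21% in these data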;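 note: 0% = DMSO alone and 100% = DMSO wells spiked with extra 5 µM PC-3 D3A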
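Technique: 405 nm absorbance of p-nitroaniline, reads at 0 and 120 min; Test system: Procaspase-3 D3A mutant; Incubation: 1 h enzyme-compound preincubation, then 2 h substrate reaction, 25 °C; Repeats: singlicate, each compound tested once; Benchmarks: low control DMSO wells, high control DMSO plus 5 µM PC-3 D3A.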
JMJD2C inh: inhibitors of human GASC-1 (JMJD2C) demethylase; Q9H3R0; GST-JMJD2C(1-420) H3K9me3 demethylation, DELFIA europium; inhibition, % at 2.35 µM; 330,000 compounds, 0.069% hits; AID 2099;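 active = more than half of a compound's replicate wells show inhibition beyond 50%, single wells judged on their own value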;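 note: signal counts dimethyl H3K9 product captured on neutravidin plate; 0% = median of DMSO wells and 100% = 0.3 times that DMSO median; strong numbers were not always called active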
Target sequence (Q9H3R0 1-420 limits assumed): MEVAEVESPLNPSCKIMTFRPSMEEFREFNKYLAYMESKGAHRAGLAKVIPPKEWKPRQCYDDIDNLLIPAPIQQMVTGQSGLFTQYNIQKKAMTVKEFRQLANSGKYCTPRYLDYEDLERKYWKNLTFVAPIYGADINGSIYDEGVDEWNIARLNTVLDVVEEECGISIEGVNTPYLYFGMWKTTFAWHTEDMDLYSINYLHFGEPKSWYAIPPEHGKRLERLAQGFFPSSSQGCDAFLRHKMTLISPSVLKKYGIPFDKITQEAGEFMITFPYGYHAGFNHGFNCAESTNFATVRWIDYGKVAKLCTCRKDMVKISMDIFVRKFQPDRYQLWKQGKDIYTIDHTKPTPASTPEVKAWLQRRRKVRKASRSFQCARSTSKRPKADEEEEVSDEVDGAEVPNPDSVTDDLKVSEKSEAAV
PP5 primary: PP5 (human) phosphatase inhibition; purified PP5c, OMFP substrate fluorescence; inhibition, % at 6.7 µM; AID 1987; 320,000 compounds, 0.18% hits; P53041;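 active = inhibition above the campaign's mean inhibition across all tested compounds plus 3 SD, cut at about 9.5% in these data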;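 note: 0% = DMSO only and 100% = 100 µM cantharidin control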
PP1 inh: PP1-alpha (human) inhibition in PP5 counter-screen; inhibition, % at 6.7 µM; purified PP1alpha, OMFP fluorescence; P62136; 320,000 compounds, 0.9% hits;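 active = inhibition above the mean inhibition of all tested compounds plus 3 SD, computed separately for each screening campaign, cut at about 15% in these data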
Target sequence (P62136 whole entry, looked up): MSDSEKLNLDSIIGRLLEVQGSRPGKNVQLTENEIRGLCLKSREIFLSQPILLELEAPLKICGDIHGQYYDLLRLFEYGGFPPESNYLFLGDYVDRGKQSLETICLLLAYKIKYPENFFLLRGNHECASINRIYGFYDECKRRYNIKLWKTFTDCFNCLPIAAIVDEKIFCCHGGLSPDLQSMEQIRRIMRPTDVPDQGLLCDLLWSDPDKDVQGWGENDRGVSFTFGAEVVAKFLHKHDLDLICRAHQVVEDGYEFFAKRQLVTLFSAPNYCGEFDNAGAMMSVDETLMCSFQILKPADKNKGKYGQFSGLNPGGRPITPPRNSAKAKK
Starred values were filed as active, the others as inactive; nt = no result given.

SMILES	TPT1 inhibitor	procasp7 counter	Efflux pump inh	core dimer inh	CTSL1 counter	proCasp3 act	JMJD2C inh	PP5 primary	PP1 inh
CCOC(=O)C1(C)NC(c2cccc(C)c2)C2C(=O)N(c3ccccc3)C(=O)C21 (stereo unspecified)	-3	4	0.0	-11	3	-4	47	2.5	3
CSc1c(-c2ccccn2)c(N)nn1C(=O)C1CC1	-1	7	0.1	0	3	-3	6	-1.0	2
NC(=O)[C@@H]1CC2(CC(c3cccc(NC(=O)[C@H]4CCC(=O)N4)c3)=NO2)CN1C(=O)COc1ccc(Cl)cc1 (stereo partly specified)	0	-8	0.0	4	-1	1	5	3.0	4
O=C(N/N=C/c1ccco1)c1cc(=O)[nH]c2ccccc12	-4	-2	0.2	-8	1	-7	-14	0.2	1
Nc1ncc(Br)cc1S(=O)(=O)Nc1ccccc1F	0	-1	0.2	-3	-1	1	-1	2.7	-5
CCOP(=O)(OCC)C(NCc1ccccc1)c1ccc(Br)cc1 (stereo unspecified)	-3	3	0.1	-1	2	4	32	-0.8	0
CC1CC(C)CN(C(=O)C2CCN(S(=O)(=O)c3c(Cl)cccc3Cl)CC2)C1 (stereo unspecified)	-1	-5	-0.2	-2	-2	10	12	-0.5	-1
COc1cc(NC(=O)CSc2nc3ccccc3n2-c2ccccc2)c(C)cc1[N+](=O)[O-]	-2	1	0.3	25	5	5	8	0.8	6
CC(C)c1nnc(-c2ccc(Cl)cc2)c(N(C)C)n1	1	-5	0.0	8	-1	-2	-1	-0.3	-7
Cc1cc(C)cc(N(C(=O)c2csnn2)C(C(=O)NC2CCCCC2)c2ccncc2)c1 (stereo unspecified)	-3	-4	-0.2	-12	-2	-4	-190	1.0	1
O=C(CCCN1C(=O)/C(=C/c2ccco2)SC1=S)Nc1ccccc1C(=O)O	3	-20	0.0	6	5	-6	2	-3.1	7
O=C(/C=C/c1ccc([N+](=O)[O-])cc1)NCCN1C(=O)S/C(=C\c2ccc(F)cc2)C1=O	-3	6	0.1	11	4	3	3	-1.4	2
CNC(=O)C1CC(=O)N(Cc2ccc(OC)c(OC)c2)C(=Nc2ccc(OC)cc2)S1 (stereo unspecified)	-4	7	0.0	-3	2	1	0	-0.3	1
O=C(NCc1ccc(F)cc1)C1CCCN(S(=O)(=O)c2cccc3nonc23)C1 (stereo unspecified)	-6	-5	0.2	-3	0	-7	-1	-0.9	-1
CCOC(=O)c1cc(-c2ccc3c(c2)OCO3)nc2onc(C)c12	-2	10	0.2	-3	0	-13	4	0.0	3
CCOC(=O)c1sc(NC(=O)C2=COCCO2)c(C#N)c1C	3	6	-0.1	0	4	-5	5	2.8	-2
CSc1ccc(CNCCCN(C)C)cc1	-4	6	-0.2	-2	-7	-6	-8	-2.0	2
O=C1CC(N(O)c2ccccc2)C(=O)N1c1cc(Cl)cc(Cl)c1 (stereo unspecified)	-1	-15	0.0	-7	0	-8	8	3.3	1
CCCCn1c(N)c(N(CCOC)C(=O)c2ccc3c(c2)C(=O)N(c2cc(C)ccc2C)C3=O)c(=O)[nH]c1=O	0	4	0.0	7	0	3	-10	3.8	-3
CC(NC(=O)c1cc(S(=O)(=O)N2CCOCC2)ccc1F)c1ccc(-n2ccnc2)cc1 (stereo unspecified)	nt	1	-0.1	nt	nt	7	nt	-0.7	-2
CC(/C=N/NC(=O)c1cccnc1)=C\c1ccco1	-1	-5	0.0	2	11	-1	-14	0.2	0
Cc1scc(C(=O)NNC(=O)CCC(=O)O)c1C	1	5	0.3	-2	-2	2	-9	2.1	0
CCN(CC)Cc1c(O)ccc2c(-c3ccccc3)cc(=O)oc12	0	5	0.0	-3	3	0	-1	1.8	0
Cc1nnc(NC(=O)C23CC4CC(CC(C4)C2)C3)s1	3	11	-0.1	3	3	6	2	-0.9	0
CCC(C)NC(=O)CN1C(=O)NC2(CCOc3ccccc32)C1=O (stereo unspecified)	5	8	-0.1	1	-4	7	-4	-1.1	-1
COC(=O)c1ccc(C(c2c(C)[nH][nH]c2=O)c2c(C)[nH][nH]c2=O)cc1	-1	-10	0.1	4	-1	-5	5	-0.2	-1
CN(C)c1ccc(-c2cc([C@H]3[C@@H]4C=CCC[C@@]4(C)C(=O)N3Cc3ccccc3)ccc2F)cc1	1	1	0.2	10	-5	0	7	3.9	6
COc1ccc(NC(=O)CN(C)CC(=O)NC2CCCCC2C)cc1 (stereo unspecified)	nt	8	0.1	nt	nt	3	nt	0.6	8
Cc1ccc(C)c(C(=O)CCC(=O)N2CCN(c3ncccn3)CC2)c1	-2	5	0.0	3	-3	-1	-7	1.3	-1
COC(=O)C1(Cc2ccccc2)NC(c2ccc(F)cc2)C2C(=O)N(C)C(=O)C21 (stereo unspecified)	-6	9	-0.1	0	1	2	2	2.2	-4
CCN1CCN(Cc2ccc(NC(=O)c3cc(NC(=O)c4cncc(-c5ccc(C#N)cc5)c4)cc(OC)c3)cc2C(F)(F)F)CC1	0	-6	nt	7	-2	6	0	5.3	51*
CC(=O)c1cccc(NS(=O)(=O)c2ccc3c(c2)N(C(C)=O)CCO3)c1	-3	7	-0.3	0	-2	6	4	1.0	1
CCOC(=O)C1=NNC2(CC(=O)N(c3cccc(C)c3)C2=O)C1 (stereo unspecified)	-2	1	0.0	2	-2	-7	-16	0.6	-4
CC(C)(C)c1ccc(C(=O)O/N=C(\N)c2ccccn2)cc1	1	17	0.1	13	7	3	-8	1.8	2
CCCCn1c(N)c(N(C)C(=O)c2ccc(-n3cccn3)cc2)c(=O)[nH]c1=O	nt	9	0.0	nt	nt	-11	nt	0.6	-2
C/C(=N\Nc1c(F)c(F)c(Br)c(F)c1F)c1ccncc1	0	-3	-0.1	-3	2	-4	-14	4.5	4
COc1ccc(Cl)cc1N=Cc1c(O)cc(C)oc1=O	2	-2	0.0	-5	3	2	-1	0.8	-3
Cc1ccc(OCC(=O)Nc2ccccc2C(=O)N2CCCC2)cc1	-3	6	-0.1	-3	-5	8	1	0.4	0
CCC(C(=O)Nc1ncccn1)(C(F)(F)F)C(F)(F)F	0	10	0.0	-2	-3	4	4	-2.5	-1
O=C(CN(c1ccccc1)S(=O)(=O)c1ccccc1)NCCSCc1ccco1	6	-26	0.4	13	-3	-9	0	1.6	-14
O=C(NCc1ccccc1)C(=O)NCC1OCCN1S(=O)(=O)c1ccc([N+](=O)[O-])cc1 (stereo unspecified)	-2	-3	0.3	13	2	-4	-7	-1.4	0
Cc1cc(C)n(C(=O)CCCCCC(=O)n2nc(C)cc2C)n1	-2	-8	0.0	-9	2	5	-5	4.7	-2
CCOc1ccc(/C=C2\SC(=S)N(CCC(=O)Nc3ccccc3C(=O)O)C2=O)cc1	0	6	0.1	7	-2	-13	-3	-1.0	-1
COc1ccc(C(=O)c2cc(C(C)=O)c(Nc3ccccc3)s2)cc1	-3	0	0.5	-16	0	8	-1	2.2	2
CCOc1ccc(S(=O)(=O)NCCC(=O)N2CCN(Cc3ccccc3)CC2)cc1	-2	5	-0.1	-2	1	-7	1	-0.9	-1
O=S(=O)(NCc1ccco1)c1cccc(S(=O)(=O)N2CCCCC2)c1	-2	-2	0.0	6	2	-1	4	1.4	-2
CC(C)NC(=O)NS(=O)(=O)c1cnccc1NC1CC2CCC1C2 (stereo unspecified)	-2	2	0.0	-5	0	8	5	2.9	-2
Cc1cc(N2CCCC2)nc(N2C3CCC2CC(O)(c2ccc(F)cc2)C3)n1 (stereo unspecified)	-3	4	-0.2	0	2	5	0	-1.3	3
COc1ccc(-c2[nH]ncc2CNCCCSC)cc1F	3	4	-0.1	-2	-5	-2	-2	0.2	-3
CCOC(=O)C1=C(COC(=O)C2(C)CC2(Cl)Cl)NC(=O)NC1c1ccccc1 (stereo unspecified)	2	5	0.1	3	0	3	-12	0.8	-1
COc1ccc(C(CNC(=O)c2oc3ccccc3c2C)N2CCCC2)cc1 (stereo unspecified)	nt	10	0.1	nt	nt	-2	-5	1.2	0
O=C(O)c1ccc(-c2ccc(OS(=O)(=O)c3ccccc3F)cc2)cc1	-2	12	0.2	-6	-2	10	-23	-0.1	-2
C=C1CCC(N(O)c2cc(C)on2)C(=C)CCC2C1CC2(C)C (stereo unspecified)	nt	-9	0.4	nt	nt	-16	2	4.9	-2
O=C(O)[C@@H]1Cc2ccccc2N1	2	2	0.0	7	-3	-5	-15	-0.8	-1
CC1=CC2=NC(=O)/C(=C\c3cccn3CCOc3ccccc3)C(=N)N2O1	0	-6	0.0	6	3	-1	-23	1.1	2
O=C(O)CCCN=CC1=C(O)CNC1=O	2	-3	0.2	-3	-1	4	-18	2.4	-15
Cc1ccc(C)c(N2CCN(CCCNC(=O)Cn3cc4c(n3)CCCCC4)CC2)c1	-1	-5	0.4	4	1	-1	8	1.1	-1
COCC(C)n1c(SCC(=O)N2CCOCC2)nc2ccccc2c1=O (stereo unspecified)	nt	1	-0.1	nt	nt	11	1	nt	nt
CCOC(=O)CN(C(=O)CSc1nnc(-c2cccc(OC)c2)o1)c1ccc(F)cc1	2	11	0.1	-6	-2	-2	9	2.3	-2
CSc1sc(C#N)c2c1/C(=N\O)CCC2	2	-5	0.1	0	8	-5	0	-2.2	-4

Next records:
SMILES	TPT1 inhibitor	procasp7 counter	Efflux pump inh	core dimer inh	CTSL1 counter	proCasp3 act	JMJD2C inh	PP5 primary	PP1 inh
C=CCNC(=S)NNC(=O)c1csc(CC)c1	-1	4	-0.4	-7	2	-9	-11	-0.1	-2
N#Cc1nc(COc2ccc(Cl)cc2)oc1N1CCCCCC1	-1	10	0.0	5	60*	-4	nt	1.9	-1
CCCCC#Cc1ccc(C(=O)NNC(=O)Nc2cc(Cl)cc(Cl)c2)o1	5	5	0.1	-4	-1	-9	4	4.0	9
O=C(C1=C[C@H](c2ccc(Br)cc2)C[C@H](OCCCCO)O1)N1CCN(Cc2ccccc2)CC1	-2	-1	nt	-9	6	7	6	4.0	1
C=CCNC(=O)CN1c2cccc3cccc(c23)S1(=O)=O	1	-12	0.0	-1	0	3	-2	3.4	4
